Cardio protect = cardioprotection against H2O2-induced cell death, primary screen, uHTS, H9c2 cells, ATPLite luminescence | H9c2 cardiomyocytes, H2O2 injury protection, 2 h | protection from H2O2 cell death, % at 20 µM | AID 588492, 2011 | actives 0.63% (n = 360,000);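 active = compounds giving at least 50% protection of heart cells from peroxide-induced death in the single-dose screen, raw or plate-pattern-corrected value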;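 also: 0% = DMSO wells with peroxide and 100% = DMSO wells without peroxide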
m5-HT2A agonist = mouse Htr2a agonists via beta-arrestin recruitment, primary screen, cell-based, luminescence; 5-hydroxytryptamine receptor 2A (Mus musculus), P35363; CHO-K1 mHTR2A beta-arrestin complementation; percent of 30 µM serotonin response; activation, % at 7.6 µM; actives 0.66% (n = 360,000); AID 624169, 2012;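 active = activation above a run cutoff, the mean activation of all tested compounds plus 3 SD, cut at about 14% in these data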;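 also: 0% = plate median of compound wells and 100% = 30 µM serotonin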
Target sequence (P35363 whole entry, looked up): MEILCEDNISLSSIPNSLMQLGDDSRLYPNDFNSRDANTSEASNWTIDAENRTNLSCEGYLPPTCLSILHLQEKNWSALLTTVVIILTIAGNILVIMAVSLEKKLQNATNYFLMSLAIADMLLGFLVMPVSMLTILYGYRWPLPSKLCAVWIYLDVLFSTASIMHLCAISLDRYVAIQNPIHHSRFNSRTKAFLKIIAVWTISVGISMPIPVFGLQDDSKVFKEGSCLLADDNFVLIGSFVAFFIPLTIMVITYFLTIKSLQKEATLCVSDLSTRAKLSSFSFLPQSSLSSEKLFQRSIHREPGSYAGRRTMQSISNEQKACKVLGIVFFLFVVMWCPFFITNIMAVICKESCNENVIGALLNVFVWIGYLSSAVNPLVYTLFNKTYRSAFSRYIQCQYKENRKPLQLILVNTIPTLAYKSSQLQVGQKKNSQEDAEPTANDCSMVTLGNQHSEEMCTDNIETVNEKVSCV
Exocytosis inh = LAMP-1 surface exposure blockers, TALL-104 cells – cell-based, flow cytometry, MLPCN library, primary screen | TALL-104 LAMP-1 surface exposure; cells stimulated with thapsigargin and PMA | inhibition, % at 10 µM | actives 0.66% (n = 360,000) | AID 651702, 2012;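 active = inhibition above about 55%, limit read from the data; inconclusive = no clear call, values can overlap the other calls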
N-glyco inh = increase of ERlucT glycosylation luciferase signal, primary screen, N-linked glycosylation inhibitor project, D54 ERlucT cells, luminescence, set 2 | reporter increase, % at 12.5 µM | D54 ERlucT glycosylation luciferase reporter, 24 h; percent of 100 nM tunicamycin response | AID 588692, 2011 | actives 0.23% (n = 360,000);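 active = mean luciferase reporter signal, scaled so untreated is 0 and the glycosylation-blocking control 100, at or above a set limit in every replicate; inconclusive = mean reaches the limit but not every replicate does; inactive = mean below the limit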;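 also: luciferase carries N-glycosylation sites so blocking glycosylation raises the light; 0% = median of neutral control wells and 100% = median of 100 nM tunicamycin wells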
hiPSC survival = enhancers of single-cell hiPSC survival, primary screen, ATPlite luminescence | 100% = ROCK inhibitor wells, 0% = DMSO | actives 0.044% (n = 360,000) | survival enhancement, % at 20 µM; in the data active = survival enhancement above about 18%;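 also: cells exposed to compounds for 16 hours before the ATP read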
ABCB6 inh MLPCN = ABCB6 transporter inhibitors, primary screen, K562-ABCB6 cells, flow cytometry, MLPCN library; K562-ABCB6 porphyrin accumulation, 1 h; stronger effect = lower value; AID 602162, 2011; actives 0.19% (n = 360,000); fluorescence ratio to DMSO, % at 10 µM; ATP-binding cassette sub-family B member 6 (Homo sapiens), Q9NP58;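 active = fluorescence ratio to DMSO below 75%, the collection mean minus 3 SD; inconclusive = too few cells collected in the well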;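 also: signal is porphyrin accumulated inside mitochondria; 100% equals median channel fluorescence of DMSO control wells; lower ratio means ABCB6 inhibition with less porphyrin fluorescence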
PDI turbidity = inhibitors of human PDI, primary screen, biochemical, turbidity, single point, plate reader | Protein disulfide-isomerase (Homo sapiens), P07237 | actives 0.052% (n = 350,000) | PDI insulin aggregation turbidity, A650, 90 min | AID 588391, 2011 | inhibition, % at 10 µM;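 active = mean inhibition across replicates of 30% or more, whatever share of single replicates reach that level; inconclusive = mean inhibition below 30% while every single replicate reaches 30%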;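 also: absorbance from insulin aggregation driven by PDI reduction with DTT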
Target sequence (P07237 whole entry, looked up): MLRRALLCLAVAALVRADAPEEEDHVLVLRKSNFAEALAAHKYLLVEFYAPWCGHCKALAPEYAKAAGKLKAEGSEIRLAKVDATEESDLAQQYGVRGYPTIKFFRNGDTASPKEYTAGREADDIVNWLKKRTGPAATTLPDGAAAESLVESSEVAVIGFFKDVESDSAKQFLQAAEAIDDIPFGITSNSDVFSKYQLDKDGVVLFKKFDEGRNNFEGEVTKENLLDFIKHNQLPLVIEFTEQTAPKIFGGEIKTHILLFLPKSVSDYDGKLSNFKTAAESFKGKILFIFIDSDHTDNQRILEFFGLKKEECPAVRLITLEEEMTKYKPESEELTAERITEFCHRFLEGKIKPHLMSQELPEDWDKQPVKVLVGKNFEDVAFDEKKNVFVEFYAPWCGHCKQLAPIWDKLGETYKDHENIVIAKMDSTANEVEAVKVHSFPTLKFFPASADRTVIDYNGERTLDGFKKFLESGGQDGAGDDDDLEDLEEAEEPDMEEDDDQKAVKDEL
Vif inh = HIV Vif self-association inhibitors, primary screen, imaging, HEK293T, single point; AID 602346, 2012; HEK293T cells, Vif self-association by quenched fluorescence, 24 h; inhibition, % at 7.49 µM; actives 0.35% (n = 340,000); in the data active = inhibition above about 50%, passing the limit was not always enough; inconclusive = no clear call, values can overlap the other calls; inactive = below about 31%; also: some results filed as inactive read as strong as hits
aDG glyco act = activators of alpha-DG glycosylation, primary screen, uHTS, Pro5-aDG cells, AlphaScreen; alpha-DG glycosylation AlphaScreen (IIH6); 0% Pro5, 100% B10-LARGE cell signal; activation, % at 10 µM; actives 0.22% (n = 360,000);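 active = activation of at least 8% versus controls, or a plate z-score of at least 8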;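 also: Pro5 are CHO cells carrying HIG-tagged alpha-DG that lacks glycosylation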
CaV13 FRET inh = Disruptors of the CACNA1D IQ motif to Ca2+-dependent inactivation inhibitor domain association, primary screening, Förster resonance energy transfer in intact living … | HEK cells, CFP/YFP FRET ICDI-IQ, plate reader, 10 min; percent FRET-ratio fall versus neutral wells | inhibition, % at 12.3 µM | actives 0.098% (n = 340,000);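 active = mean replicate inhibition of at least 30% and at least 1% of replicates passing that level; inconclusive = only one of the two criteria is met; inactive = neither criterion is met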;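 also: 0% = median of the neutral control wells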
* hit, by the source's call; ? = inconclusive; . = no result given. Rows were taken by chance (roughly 3.1% active in at least one column).

SMILES | Cardio protect | m5-HT2A agonist | Exocytosis inh | N-glyco inh | hiPSC survival | ABCB6 inh MLPCN | PDI turbidity | Vif inh | aDG glyco act | CaV13 FRET inh
CS(=O)(=O)c1ccc(NC(=O)CCN2C(=O)C3CC=CCC3C2=O)cc1 (configuration not stated) | 6 | 4 | -2 | 0 | -0.5 | 97 | -7 | -3 | -0.1 | -5
c1ccc2sc(N3CCCN(Cc4nc(-c5cnccn5)no4)CC3)nc2c1 | 2 | 2 | -2 | 0 | -0.1 | 98 | 2 | 2 | -0.1 | -2
COc1ccc(/C=C/C(=O)Nc2cc(C)nn2-c2nc3ccccc3[nH]2)cc1 | -7 | 5 | -1 | 0 | -2.4 | 95 | -1 | -12 | -0.1 | -5
O/N=C/c1cn(-c2ccccc2)nc1-c1ccc2c(c1)OCCO2 | 6 | -5 | -1 | 3 | 1.0 | 84 | -2 | . | 0.8 | -6
CC(=O)Nc1ccc(Nc2nc(-c3sc(NC(C)=O)nc3C)cs2)cc1 | 57* | -2 | 10 | -2 | -0.8 | 101 | 5 | -3 | -0.1 | -2
CCN(CC)S(=O)(=O)c1cc(OC)c(C)cc1C | 2 | -3 | -1 | -1 | -0.2 | 95 | 9 | 1 | 0.8 | 9
CCN(CC)C(=O)Oc1ccc2c(=O)c(-c3ccc(OC)cc3)coc2c1 | -3 | 2 | -1 | -6 | -1.5 | 95 | 1 | -12 | 0.6 | -6
NC(=O)c1cc(S(=O)(=O)NCc2cccs2)cs1 | -1 | 0 | -9 | 1 | -0.1 | 101 | -7 | -1 | -0.1 | -2
COCc1c(C(=O)N/N=C/C2CC=CCC2)nnn1-c1nonc1N (configuration not stated) | 6 | 0 | 1 | 4 | -0.9 | 100 | -4 | -6 | -0.2 | -3
CCOc1cc(/C=C2\CN(CC)C/C(=C\c3ccc(O)c(OCC)c3)C2=O)ccc1O | 24 | -9 | 57* | -15 | -0.6 | 100 | 18 | ? | -0.2 | -2
Cc1noc(C)c1S(=O)(=O)Nc1ccccc1Cl | 0 | -5 | 0 | 2 | 0.1 | 102 | -2 | -8 | -0.2 | -7
CCCc1cc(=O)[nH]c(SCCCCN2C(=O)c3ccccc3C2=O)n1 | 12 | 3 | -3 | -1 | 2.0 | 95 | -6 | -2 | -0.3 | -19
Cc1csc(NC(=O)c2c(-c3c(F)cccc3Cl)noc2C)n1 | -1 | -6 | 1 | -2 | 3.1 | 104 | -4 | 2 | -0.1 | -2
CC(=O)Nc1ccc(C(=O)OCCC(C)C)cc1 | 0 | -1 | 5 | -2 | -0.6 | 104 | -3 | -1 | 1.6 | -4
Brc1ccc(-c2nc3ncccn3c2Nc2ccc3c(c2)OCCO3)o1 | 7 | 1 | 1 | -1 | -1.2 | 97 | -2 | -6 | -0.1 | .
COC(=O)c1cc2ccsc2n1Cc1cc(=O)n2ccccc2n1 | 27 | -3 | 1 | -2 | 2.2 | 92 | -2 | 42 | -0.1 | -6
COc1ccc(Nc2nc(N3CCOCC3)nc(N3CCOCC3)n2)cc1Cl | 4 | 0 | 5 | 0 | -0.1 | 93 | 4 | -5 | 0.0 | -1
OCC1(Cc2ccccc2)CCCN(C2CCCC2)C1 (configuration not stated) | 6 | 1 | -3 | -1 | -0.4 | 94 | 1 | 2 | 0.1 | 0
Cc1ccc(S(=O)(=O)/N=C(/Nc2ccc3[nH]c(=O)[nH]c3c2)c2ccccc2)cc1 | -2 | -4 | 0 | 0 | 1.3 | 98 | 14 | -1 | -0.3 | -7
O=C(CCSc1nnc(-c2ccc(O)cc2)o1)N1CCOCC1 | -4 | -4 | 0 | 1 | -1.3 | 99 | 14 | 2 | -0.5 | -19
C=CCOc1nc(-c2ccccc2Cl)nc2ccccc12 | 4 | -1 | -4 | -1 | 0.9 | 94 | -1 | 9 | -0.1 | -4
COc1cc2c(cc1OC)C(C)N(CCN1C(=O)c3ccccc3C1=O)CC2 (configuration not stated) | -1 | -1 | 9 | 3 | -0.4 | 400 | 9 | 1 | -0.1 | -18
O=c1cc2c(nn1Cc1ccc(Cl)cc1Cl)-c1ccccc1CC2 | -13 | 0 | 2 | -4 | -0.2 | 90 | -18 | -8 | 0.5 | -5
CC1CCCN(S(=O)(=O)c2ccc(NC(=O)CN3C(=O)NC(C)(c4ccccc4)C3=O)cc2)C1 (configuration not stated) | -12 | 6 | -4 | 1 | 0.0 | 93 | -3 | -5 | -0.2 | -6
O=[N+]([O-])c1ccc2c(c1)nc1n2CCN(CC2CCCO2)C1 (configuration not stated) | -6 | -4 | 0 | -1 | -0.3 | 97 | 3 | -1 | -0.4 | 2

The results go on.
SMILES | Cardio protect | m5-HT2A agonist | Exocytosis inh | N-glyco inh | hiPSC survival | ABCB6 inh MLPCN | PDI turbidity | Vif inh | aDG glyco act | CaV13 FRET inh
O=C(Nc1cccc(-c2nnc(-c3ccco3)o2)c1)C(c1ccccc1)c1ccccc1 | 4 | 3 | 2 | -2 | -0.7 | 138 | -2 | -15 | 0.1 | -3
CCOC(=O)/C=C1/SCC(=O)N1CC(=O)Nc1ccc2c(c1)CCC2 | 2 | 2 | 12 | -2 | -4.0 | 102 | -5 | 1 | -0.2 | -5
COc1cc(N=Nc2cccc(S(N)(=O)=O)c2)c2ccccc2c1N | 18 | -8 | 45 | 116* | -0.9 | 220 | 20 | 53* | -0.2 | -22
COc1ccccc1NC(=O)CCC(=O)OCc1cccc([N+](=O)[O-])c1 | 0 | -2 | -1 | 1 | 0.8 | 97 | 0 | -6 | 0.0 | -6
Cc1c(C(=O)NCc2ccc3c(c2)OCO3)sc(=O)n1Cc1ccc(S(C)(=O)=O)cc1 | 3 | 1 | -6 | -7 | 3.1 | 92 | 5 | -3 | -0.1 | 3
CCN(c1ccccc1)S(=O)(=O)c1ccc(NC(=O)c2ccco2)cc1 | 5 | -3 | 19 | -2 | -0.2 | 98 | 3 | -4 | 1.9 | -5
CCOc1ccc(NC(=S)N2CCC(N(C)CCN3CCOCC3)CC2)cc1 | 0 | -3 | 0 | 0 | -0.4 | 104 | 1 | 11 | -0.2 | -5
COc1cc2sc(C)nc2cc1C | -10 | -1 | -6 | 3 | 0.0 | 97 | -4 | -8 | -0.1 | -7
N#Cc1c(-c2ccccc2)cc(-c2ccccc2)nc1SCc1nnc(-c2ccccc2)o1 | 2 | 1 | 0 | -5 | 0.8 | 106 | -6 | -30 | 0.1 | -9
O=C(C1CCC(=O)N1Cc1ccccc1Cl)N1CCN(c2ccc(F)cc2)CC1 (configuration not stated) | -2 | -4 | -3 | 5 | 1.0 | 98 | 8 | -1 | -0.1 | .
CCOC(=O)c1c(NC(=O)CSc2nnc3c(n2)[nH]c2ccc(F)cc23)sc(C(C)=O)c1C | -4 | 6 | 4 | -3 | 0.2 | 89 | -9 | -11 | -0.2 | -3
O=C(COC(=O)/C=C/c1ccc(C(F)(F)F)cc1)NC1CC1 | -4 | -2 | -2 | 1 | 1.7 | 100 | -6 | -1 | 0.0 | -13
CC(C)(C)OC(=O)C[C@@H]1C/C=C\C[C@@H](CC(=O)N(CCO)Cc2ccccc2)C(=O)N2CCC[C@H]2COC1=O | 17 | 6 | 1 | -1 | 0.4 | 97 | 4 | ? | -0.1 | -3
COC(=O)CN(n1cnnc1)S(=O)(=O)c1ccc(C)cc1 | -6 | 4 | -3 | -1 | 2.8 | 97 | 6 | 15 | -0.2 | 0
COC(=O)N/N=C/c1ccc(-c2ccc(Cl)c(Cl)c2)o1 | 3 | -5 | 2 | 6 | 3.8 | 103 | -2 | 16 | -0.1 | -3
Cc1ccc(P(=O)(OCCN2CCOCC2)C(C)(C)C)o1 (configuration not stated) | 4 | -4 | 0 | 1 | -0.2 | 98 | -1 | 3 | 0.2 | -6
O=C(NCCn1cccc1)c1cccc2ccccc12 | -3 | -3 | -2 | 1 | -1.5 | 101 | 11 | 3 | -0.2 | .
Cc1cc(C)nc(SCC(=O)Nc2ncc(Cc3ccc(Cl)c(Cl)c3)s2)n1 | -13 | -2 | -5 | -4 | -1.5 | 91 | 2 | -8 | 0.6 | -2
Cc1cc(C)nc(Sc2ccc(/C=C(\C#N)C(N)=O)o2)n1 | 3 | -3 | 1 | 1 | 4.3 | 95 | 2 | -3 | 0.2 | -5
O=C1N/C(=C/c2ccc(N3CCCC3)cc2)C(=O)N1c1ccccc1 | -6 | 2 | 1 | -1 | -2.4 | 110 | -16 | 6 | 0.2 | -3
OCCNc1ncnc2c1sc1nc(N3CCOCC3)c3c(c12)CCC3 | 11 | -2 | 3 | 0 | 0.0 | 96 | 1 | 10 | -0.8 | -2
O=C(O)C1SCCN1S(=O)(=O)c1ccc2ccccc2c1 (configuration not stated) | -1 | 1 | -1 | 2 | 3.6 | 106 | -4 | 11 | -0.1 | -5
O=C(NC1CC2CCCC(C1)N2CC(=O)N1CCCc2ccccc21)C1CCCCC1 (configuration not stated) | 4 | 0 | -1 | 0 | -2.6 | 99 | 5 | . | -0.2 | .
O=C(NCc1ccccc1)c1ccc(N2C(=O)C3CCCCC3C2=O)cc1 (configuration not stated) | -4 | 0 | -1 | 0 | -0.6 | 101 | -4 | -2 | 0.2 | -5
COc1ccc(/C=C/C(=O)NC2CCS(=O)(=O)C2)cc1 (configuration not stated) | -2 | 3 | 8 | 0 | 0.5 | 102 | -2 | -10 | 0.1 | -7

Continued:
SMILES | Cardio protect | m5-HT2A agonist | Exocytosis inh | N-glyco inh | hiPSC survival | ABCB6 inh MLPCN | PDI turbidity | Vif inh | aDG glyco act | CaV13 FRET inh
N#Cc1nc(-c2ccc(F)cc2)oc1N1CCN(C(=O)c2ccco2)CC1 | 3 | 7 | -7 | 2 | 0.7 | 97 | -3 | 17 | 0.0 | .
O=C(NCc1ccc(N2CCCC2=O)cc1)c1cccc(Cl)c1 | -2 | -3 | -2 | 1 | -0.4 | 90 | -9 | 1 | 0.2 | 0
COC(=O)c1cc(C(=O)Nc2cc(C)on2)cc([N+](=O)[O-])c1 | -1 | -1 | -2 | 0 | 0.1 | 101 | 15 | -4 | -0.1 | -5
Cc1cc(-c2cc(C(=O)NCc3ccccc3)on2)nc(NC2CCCC2)n1 | -17 | -1 | -19 | -3 | -0.1 | 93 | 5 | 0 | 0.1 | -7
CC1(C)CC(=O)C(C(=S)Nc2ccccc2)=C(NC2CC(C)(C)NC(C)(C)C2)C1 | 7 | 1 | 11 | -2 | -2.6 | 109 | 6 | 14 | 0.3 | -5
Cc1ccc(/C=N/NC(=O)c2ccncc2)cc1 | 2 | 5 | -1 | 0 | 2.7 | 103 | -4 | -8 | 0.0 | 1

Compound activity (PubChem BioAssay)
